# ADAM17 inh – inhibitors of human ADAM17 | P78536 | recombinant ADAM17, EDANS/DABCYL FRET peptide cleavage | inhibition, % at 6.95 µM | hit rate 0.83% among 370,000 | AID 720648;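 active = inhibition above the mean of compounds lying between control limits plus 3 SD, set per campaign, cut at about 8.5% in these data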;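 also: 0% = DMSO-only wells as the low control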
# Target sequence (P78536 215-824 limits assumed): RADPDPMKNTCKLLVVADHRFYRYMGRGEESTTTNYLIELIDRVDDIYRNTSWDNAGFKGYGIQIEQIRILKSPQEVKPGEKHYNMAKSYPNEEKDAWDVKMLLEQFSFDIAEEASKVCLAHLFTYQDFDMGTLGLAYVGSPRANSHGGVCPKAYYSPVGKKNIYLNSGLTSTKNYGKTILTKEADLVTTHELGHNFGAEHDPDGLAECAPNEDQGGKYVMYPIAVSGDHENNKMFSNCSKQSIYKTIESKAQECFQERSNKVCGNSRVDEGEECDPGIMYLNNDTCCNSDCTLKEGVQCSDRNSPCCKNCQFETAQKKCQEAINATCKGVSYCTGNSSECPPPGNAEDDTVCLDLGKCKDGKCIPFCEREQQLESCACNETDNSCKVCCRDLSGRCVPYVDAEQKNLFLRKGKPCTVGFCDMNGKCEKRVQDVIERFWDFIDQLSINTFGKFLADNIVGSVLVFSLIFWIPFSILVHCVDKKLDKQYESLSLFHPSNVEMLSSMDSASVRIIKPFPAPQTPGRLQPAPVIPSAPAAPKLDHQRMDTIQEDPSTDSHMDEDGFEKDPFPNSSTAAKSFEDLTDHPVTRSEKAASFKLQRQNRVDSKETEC
# PLC-beta3 inh – PLC-beta3 (human) inhibition, primary screen; Q01970; AID 720704; hit rate 0.18% among 370,000; inhibition, % at 12.2 µM; Purified PLC-beta3, fluorogenic substrate, fluorescence; in the data active = inhibition above about 11%;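 also: 0% = median of compound wells on plate and 100% = full blocker control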
# FXN GAA850 act – frataxin GAA850 promoter activation. HEK293 lucGAA850 FXN promoter luciferase reporter, 24 h; percent of 10 µM SAHA response. activation, % at 6 µM. hit rate 0.56% among 360,000. AID 540364;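 active = activation above the average of all compounds screened plus 3 SD, cutoff fixed separately per campaign, cut at about 7.5% in these data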;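 also: 0% = DMSO wells and 100% = 10 µM SAHA wells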
# ssDAF12 agonist – activates DAF-12 receptor from parasite S. stercoralis | hit rate 1% among 370,000 | activation, % at 6.8 µM | HEK293 ssDAF-12/GRIP1 lit1-tk-luc reporter, luminescence; % of 3 µM dafachronic acid response;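 active = activation above the mean over all tested compounds plus 3 SD, cut at about 0.9% in these data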;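 also: 0% = DMSO-only wells and 100% = 3 µM delta7-dafachronic acid wells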
# DAX1 inh-1 – inhibits human nuclear receptor DAX1; P51843; HEK293 Gal4-DAX1 luciferase reporter, luminescence; inhibition, % at 6.75 µM; hit rate 0.99% among 340,000; AID 504766;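 active = inhibition above the mean over all tested compounds plus 3 SD, cut at about 4.2% in these data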;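 also: 0% = DAX1-transfected cells with DMSO and 100% = empty-vector control cells with DMSO; inhibition shows as a rise in luminescence from relieved DAX1 repression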
# Target sequence (P51843 207-470 limits assumed): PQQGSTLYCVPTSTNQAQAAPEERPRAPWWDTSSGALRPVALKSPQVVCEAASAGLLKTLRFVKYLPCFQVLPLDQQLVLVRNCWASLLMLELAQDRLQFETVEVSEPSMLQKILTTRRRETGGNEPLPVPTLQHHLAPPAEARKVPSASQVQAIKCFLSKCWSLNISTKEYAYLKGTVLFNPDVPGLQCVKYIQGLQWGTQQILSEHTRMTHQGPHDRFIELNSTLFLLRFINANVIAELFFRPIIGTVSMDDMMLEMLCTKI
# ADAM10 inh – inhibits human ADAM10 | O14672 | recombinant ADAM10, EDANS/DABCYL FRET peptide cleavage, 3 h | inhibition, % at 7 µM | hit rate 0.62% among 370,000;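 active = inhibition above a per-campaign cutoff equal to the mean of compounds falling between control-based bounds plus 3 SD, cut at about 20% in these data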;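 also: 0% = DMSO wells while the 100% control is not disclosed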
# sPLA2-III inh – Inhibits HGIII-sPLA2 liposome hydrolysis, primary screen. Q9NZ20. QFRET BODIPY PC-A2 liposome hydrolysis, fluorescence. inhibition, % at 12.2 µM. hit rate 0.56% among 370,000;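 active = inhibition above mean plus 3 SD of compounds lying within the high and low control bounds, cut at about 19% in these data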;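 also: 0% = median of test compound wells and 100% = no enzyme DMSO wells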
# PLC-gamma1 inh – blocks human PLC-gamma1 enzyme activity. inhibition, % at 12.2 µM. hit rate 0.84% among 370,000. purified PLC-gamma1, fluorogenic substrate, fluorescence. P19174; in the data active = inhibition above about 9.5%
# hcDAF12 agonist – activates DAF-12 receptor from parasite H. contortus. activation, % at 6.8 µM. HEK293 hcDAF-12 lit1-tk-luc reporter, luminescence; 0% DMSO, 100% Δ7-dafachronic acid. AID 652067. hit rate 1.4% among 370,000;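 active = activation above the mean of all tested compounds plus 3 SD, cut at about 5.5% in these data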;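 also: 100% = response to 3 µM Δ7-dafachronic acid high control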
# DAX1 inh-2 – blocks DAX1 repression of SF-1 activated StAR promoter. HEK293T StAR-luciferase reporter, SF-1/DAX-1 repression relief. inhibition, % at 6.8 µM. hit rate 1.1% among 370,000. AID 652010;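 active = inhibition above the mean over all tested compounds plus 3 SD, cut at about 3.6% in these data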;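 also: 0% = DAX-1 cells with DMSO and 100% = cells lacking DAX-1 with DMSO; higher inhibition means more luminescence from relief of DAX-1 repression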
# hgDAF12 agonist – agonists of H. glycines DAF-12 nuclear receptor. hit rate 1.8% among 370,000. HEK293 GAL4-hgDAF12 UAS-luciferase reporter, agonist luminescence; normalized to butyrate control. activation, % at 6.8 µM;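 active = activation above a cutoff set at the mean of all screened compounds plus 3 SD, cut at about 10% in these data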;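 also: 0% = DMSO wells and 100% = sodium butyrate wells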
# Numbers without * were called inactive; i = inactive; x = not tested or not shown; & = joins results of further samples.
SMILES,ADAM17 inh,PLC-beta3 inh,FXN GAA850 act,ssDAF12 agonist,DAX1 inh-1,ADAM10 inh,sPLA2-III inh,PLC-gamma1 inh,hcDAF12 agonist,DAX1 inh-2,hgDAF12 agonist
CCOC(=O)Cc1csc(NC(=O)Nc2ccc(Cl)cc2)n1,3,-7,-1.1,-0.9,-0.6,4,-6,3,-2.9,-1.3,-3.5
CC1CCCCC1NC(=O)C1CCCN(S(=O)(=O)c2ccc(-n3cnnn3)cc2)C1 (stereo not given),-3,-8,0.5,-1.2,-0.5,1,1,0,-2.1,-0.5,-0.7
COc1cc2cc(CN(Cc3nnnn3Cc3ccccc3)CC3CCCO3)c(=O)[nH]c2cc1OC (stereo not given),-307,i,-1.3,-1.0,-0.2,i,1,i,-1.5,0.4,4.2
Cc1ccc(-c2csc(C(C)(O)c3ccc(F)c(F)c3)n2)cc1C (stereo not given),5,2,-0.5,-0.5,x,16,-14,-3,-0.9,-0.8,1.6
CCc1c(C)nc(N2CCN(c3ccccc3)CC2)[nH]c1=O,-4,-2,-0.3,-0.1,-1.3,1,3,3,-2.4,0.2,2.5
Cc1ccc(C)c(OCCC(=O)N2CCN(S(=O)(=O)c3ccc([N+](=O)[O-])cc3)CC2)c1,-1,-2,-0.4,-1.2,0.4,-8,1,-3,0.7,0.1,-0.8
COCC(=O)N[C@@H]1c2cc(OC)c(OC)cc2C[C@H]1OCc1ccccc1,-4,1,0.0,-1.2,0.2,-10,1,-2,-1.7,0.8,-0.4
CCOC(=O)c1cc(-c2ccccc2)sc1NC(=O)CC(C)C,1,2,-0.7,-1.9,0.2,5,0,2,-1.6,-0.4,1.5
O=C1CC(c2ccccc2)CC(O)=C1C=Nc1ccccc1 (stereo not given),-3,-3,1.5,-1.2,x,-3,-2,-1,-0.8,-0.5,-0.8
CCOc1ccccc1CN1CCC(Oc2cccc(C(=O)NCCOC)c2)CC1,-2,-3,-0.9,-1.1,-0.6,2,-2,2,-2.0,-0.2,-0.7
CCCOc1ccc(C(=O)Nc2ccc(N3CCOCC3)cc2N2CCOCC2)cc1OCC,-3,-6,2.5,-1.5,-1.8,-10,16,-1,-0.9,-0.8,-1.6
Cc1ccc(CNC(=O)c2ccc(N3CCCC3=O)cc2)cc1,-2,-1,0.7,-1.1,-0.2,-5,2,1,2.3,0.8,-0.9
Cc1cnc(C(=O)N2CCN(S(=O)(=O)c3ccc4ccccc4c3)CC2)cn1,-1,6,-1.4,-1.9,-0.6,7,-7,6,-1.4,-0.1,-1.6
CCCCC(=O)N(C)c1c(CC)nc2c(OCC(=O)N3CCOCC3)cccn12,-1,-18,0.3,-1.0,x,-17,-1,-7,-1.3,1.0,-1.9
Cc1ccc(C(=O)COC(=O)c2ccccc2N2C(=O)C3C4CCC(C4)C3C2=O)cc1C (stereo not given),-2,3,0.8,-0.4,0.2,3,0,4,-0.2,0.3,-1.3
O=C1CN(C(=O)COC(=O)COc2ccc3c(c2)CCC3)c2ccccc2N1,-4,-3,1.8,-1.1,-1.6,-2,0,-2,-0.7,-1.5,-0.1
COc1ccc(Br)c(C(=O)NC2CCCC2)c1,2,3,0.5,-1.3,3.0,0,0,2,1.8,-0.3,0.2
COc1ccc(OC)c(-c2csc(NC(=O)CSCC(=O)Nc3cc(C)on3)n2)c1,3,-3,-0.3,-1.1,-0.5,0,-1,2,-1.5,0.3,-3.5
Cc1cc(NC(=O)c2cc3ncc(Br)cn3n2)no1,-5,-6,-2.0,-0.7,1.1,-6,9,6,-0.4,-0.3,-2.5
CC(=O)Nc1ccc(NC(=O)/C=C/c2ccc3c(c2)OCO3)cc1,0,0,2.0,-0.8,0.7,2,0,4,-1.1,0.0,5.8
O=C(CNC(=O)c1ccccc1F)OC(C(=O)Nc1cc(C(F)(F)F)ccc1Cl)c1ccccc1 (stereo not given),3,0,1.4,-1.8,0.0,8,-17,4,-1.7,-1.3,1.3
COc1ccccc1NC1=NCC(=O)N1Cc1ccccc1,-3,2,-0.3,-1.0,0.7,-6,-1,-2,0.4,0.3,3.2
CC(C)c1cc(C(=O)N/N=C/C(Br)=C/c2ccccc2)n[nH]1,2,-2,9.4*,-0.6,-1.9,10,-10,1,-0.1,-1.6,-0.6
Nc1nc2n(c1C(=O)c1ccccc1)CCC2,2,4,2.4,-1.2,-0.2,12,4,0,-0.1,0.5,-0.4
Cc1ccc2ccccc2c1C(O)c1ncc(-c2ccc(C(F)(F)F)cc2)[nH]1 (stereo not given),7,-13,-2.2,-1.4,x,10,-16,-11,0.9,-0.6,1.5
CC(C)C[C@H]1CNC(=S)N1C[C@H]1CCCN1C[C@H](CC(C)C)N1C[C@H](Cc2ccc(O)cc2)N(CCc2ccccc2)C1=S,4,6,x,-0.5,x,4,-31,1,1.5,0.1,-1.7
O=C(CNC(=O)c1ccccc1Br)N/N=C/c1ccco1,5,1,2.5,0.0,-1.0,15,7,9,1.6,0.9,-0.4
O=C(COC(=O)c1cc2ccccc2oc1=O)Nc1cccc(Br)c1,-1,-8,0.5,-0.4,-1.3,-1,8,3,0.1,2.5,4.1
O=C(c1ccc(Oc2cc(Cl)cc(Cl)c2)o1)N1CCCCC1,2,-2,0.9,-1.6,0.9,-1,-5,2,-1.2,0.3,1.6
O=C(COC(=O)c1ccccn1)NCc1ccccc1,-1,2,0.1,-1.6,-1.6,-2,-1,1,-1.6,0.6,0.3
CC(C)Cn1nc(C(=O)Nc2cccc(C(=O)NC3CC3)c2)c2ccccc2c1=O,7,-5,-0.9,-1.2,-1.4,4,-7,8,-0.1,-1.3,-0.3
CCNC(=O)NC(=O)CSc1ccc(S(=O)(=O)N(C)C2CCCCC2)cn1,0,-3,-1.0,-1.3,-0.4,-5,-11,0,-1.3,-1.6,0.8
Cc1nc(-c2ccccc2)sc1C1(C)CC(c2cccc([N+](=O)[O-])c2)=NO1 (stereo not given),1,-3,-0.2,-0.7,-0.8,10,2,0,-0.7,-0.2,-0.5
CNC(=O)C1CC(=O)N(c2ccc(OCC(=O)Nc3ccccc3)cc2)C1 (stereo not given),0,-5,1.1,-0.5,-0.2,-9,-15,-2,0.6,0.5,-0.8
COc1ccccc1/C=C/C(=O)OCC(=O)N1CCN(S(=O)(=O)c2ccc(C)cc2C)CC1,-2,-2,1.5,-0.6,1.1,-26,3,-4,0.8,-0.6,0.5
CCCOc1ccc(C2CC(=O)NC2=O)cc1 (stereo not given),-2,-3,1.3,-1.0,-0.3,-8,-1,0,-0.1,-0.1,1.6
Clc1ccc(OCc2nc(-c3ccc(Br)o3)no2)cc1,3,-4,0.7,-1.6,0.0,-16,13,2,-2.2,0.6,-0.1
CC1(C)CC(=O)C/C(=N/NC(=O)CCCOc2ccc(Cl)cc2Cl)C1,-9,-31,2.9,-1.1,-1.4,-19,-3,-23,-0.3,-0.5,-1.2
Cc1c(CC(=O)Nc2ccc(Cl)cc2)sc2ccc(Cl)cc12,5,0,2.0,-1.5,6.4*,4,-2,4,0.4,0.1,1.7
Cn1cc(C(=O)N/N=C/C(Br)=C\c2ccccc2)ccc1=O,-1,3,5.0,-0.8,-1.1,-6,0,-2,1.2,-1.5,-0.5
c1ccc(CN2CCC(Nc3nc(-c4ccccc4)nc4ccccc34)CC2)cc1,8.9*,-1,0.9,-1.0,-0.9,21*,-38,-1,0.2,-1.2,-0.7
CCc1cccc2c(C(=O)COC(=O)c3nccnc3N)c[nH]c12,-67,-54,1.6,0.0,1.6,-212,5,-40,3.0,2.2,2.0
O=C(O)c1ccccc1Cc1nc2cc(Cl)ccc2c(=O)[nH]1,-4,-9,1.2,-1.2,-0.2,6,-1,-1,-0.7,-0.1,-1.2
COc1ccc(Cc2nnc(SCC(=O)N3CCN(c4ccccc4)CC3)o2)cc1,4,7,-2.6,-1.6,0.1,5,-2,4,-2.4,-1.5,-2.5
CC1(C)Cc2c(C#N)c(OCC(=O)c3ccc(Cl)cc3)nc(-c3ccoc3)c2CO1,1,-1,1.5,-1.0,-0.5,2,-1,1,1.1,0.1,0.8
Cc1ccc(C)c(NC2=NCC(=O)N2c2ccc3c(c2)OCCO3)c1,-4,6,-0.1,-0.5,-0.4,1,5,3,-0.9,0.2,2.4
CCCn1c(N)c(C(=O)CSc2nnc3n2CCCCC3)c(=O)[nH]c1=O,1,-9,0.6,-0.8,0.1,1,14,8,-0.5,-1.3,2.2
CCOc1ccc(NC(=O)Nc2cc(C(=O)O)ccc2N2CC3CC(C2)c2cccc(=O)n2C3)cc1 (stereo not given),-5,-3,-0.4,-1.4,1.5,-1,5,-1,1.5,1.2,0.2
COCCn1c(SCc2nc3ccccc3s2)nc2ccccc21,1,-1,8.4*,0.1,0.8,6,-8,-1,5.0,2.3,7.2
COC(=O)[C@@]12C[C@@H](CC(=O)NCCCN3CCCC3=O)C(=O)N(CCc3ccc(OC)c(OC)c3)C1=CCC(C)(C)C2,-5,-5,x,-0.9,x,-6,5,9,0.6,3.8*,-3.7
Cc1ccc(-n2c(=O)cc(N3CC(C)CC(C)C3)[nH]c2=O)cc1 (stereo not given),1,5,-0.6,-1.1,0.9,0,4,3,-0.6,0.1,-2.0
CCO/C([O-])=N/c1c[n+](N2CCOCC2)no1,-6&-2,-2&-3,-0.1&0.7,-1.1&-0.9,2.2&-0.5,-4&-1,12&8,-1&2,0.4&-0.9,1.0&-0.1,-1.1&0.1
O=C(CCl)NNc1nc(-c2ccccc2)c2cc(Cl)ccc2n1,-6,-16,1.5,-0.9,-3.0,-4,-5,-14,-1.1,-0.4,-0.8

# High-throughput results from PubChem.
